Screening results deposited in PubChem by Vanderbilt High Throughput Screening Facility.
Cav3 T inh = blocks human Cav3.2 T-type calcium channel. O95180. Cav3.2-expressing cells, Fluo-4 calcium fluorescence FDSS; stronger effect = lower value. B-score at 10 µM. 4% of 100,000 active. AID 449739;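 active = single-dose well whose peak fluorescence ratio is a statistical outlier from its plate by either plate-standardised score or position-corrected B-score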
The depositor's hits bear a star.

item	smiles	Cav3 T inh
1	COc1cc(C(c2sc3nc(C)nn3c2O)N2CC(C)CC(C)C2)cc(OC)c1OC (stereo not given)	0.16
2	Cc1cccc(Oc2nc(-c3cccc([N+](=O)[O-])c3)nc3ccccc23)c1C	-1.2
3	CCOC(=O)c1cc(-c2ccccc2)sc1N	-1.1
4	Cc1c(Cl)c([N+](=O)[O-])nn1CC(=O)NC1CCCCC1	0.057
5	Cc1nnc(SCc2ccc(C(=O)O)cc2)s1	1.5
6	Cc1ccc(-n2nnnc2SCc2nnc(-c3ccccc3Br)o2)cc1	-2.9
7	Cn1ccnc1Sc1nc2c(c(=O)n(C)c(=O)n2C)n1C	0.8
8	CCC(=O)N1CCc2cc(S(=O)(=O)NC(C(=O)NC(C)c3ccccc3)C(C)C)ccc21 (stereo not given)	0.038
9	COc1ccc(S(=O)(=O)NCCSCc2ccco2)cc1	-0.96
10	COc1cccc(CN(CC(=O)NC2CCCC2)C(=O)Cn2nnc(-c3cccs3)n2)c1	-0.98
11	Cc1ccc2c(c1)c(C)c(C)n2CC(O)CN1CCCCC1C (stereo not given)	0.15
12	COc1ccccc1Nc1ncnc2ccccc12	0.92

Other structures follow:
item	smiles	Cav3 T inh
13	Cn1c(SC2C(=O)CC(C)(C)CC2=O)nnc1-c1ccco1	0.19
14	O=C(c1cccc(S(=O)(=O)N2CCOCC2)c1)N(CCO)Cc1ccccc1	0.81
15	CC(=NCc1ccco1)c1c(C(F)(F)F)[nH]n(-c2nc3ccccc3s2)c1=O	-0.85
16	CC1=C(C(=O)NCc2ccccc2)C(c2ccccc2OCC(N)=O)NC(=O)N1 (stereo not given)	1.3
17	CCN(CC)S(=O)(=O)c1ccc(F)c(C(=O)NCCC(C)C)c1	0.22
18	CCOCC(=O)Nc1nc2ccc(S(C)(=O)=O)cc2s1	0.036
19	CCCc1cc(N2CCCC(C(=O)NCc3ccc4c(c3)OCO4)C2)n2ncnc2n1 (stereo not given)	-0.75
20	COc1ccccc1CNC(=O)CSc1nc(N)c(C#N)c(-c2cccs2)c1C#N	0.72
21	CCNc1c2c3c(cccc3n(C)c1=O)C(=O)c1ccccc1-2	-9.2*
22	O=C(CCNc1ccc(F)cc1)c1cccc([N+](=O)[O-])c1	-0.58
23	Cc1ccc(S(=O)(=O)Nc2nc(C)c(NC(=O)Nc3ccc(Cl)cc3Cl)s2)cc1	-3.2
24	O=C(CSc1ncnc2c1nnn2-c1ccc(F)cc1)NCC1CCCO1 (stereo not given)	2

Additional structures follow.
item	smiles	Cav3 T inh
25	COc1ccccc1NC(=O)CSc1ccc2nnc(-c3ccccn3)n2n1	0.091
26	CN(C)C(=O)CCN1CCOCC1	0.37
27	Cc1ccc(NC(=O)CSc2nnc(-c3cnccn3)n2Cc2ccco2)cc1C	-0.94
28	CCCCCc1c(C)nc(NCc2ccccc2)[nH]c1=O	-0.98
29	CCCc1nnc(NC(=O)c2c(O)c3cccc4c3n(c2=O)CCC4)s1	-0.76
30	O=C(CSc1ncnc2ccccc12)N1CCCC1	0.31
31	Cc1oc(=O)c(NC(=O)c2cccc(Cl)c2)cc1C(=O)c1ccccc1	-0.39
32	CC(=NCC1CCCO1)c1c(O)[nH]c(=O)[nH]c1=O (stereo not given)	-0.14
33	CN(C(=O)c1cccc(Nc2ccc(-c3ccc4c(c3)OCCO4)nn2)c1)C1CCCCC1	-3.8*
34	Cc1ccnc(NC2(C(F)(F)F)N=C(c3ccccc3)NC2=O)c1 (stereo not given)	0.098
35	O=C(O)c1ccc(S(=O)(=O)N2CCCCCC2)cc1	0.066
36	O=C(Nc1ccc(-n2cnnn2)cc1)C1CCC1	1.2

(more compounds)
item	smiles	Cav3 T inh
37	CCCCOC(=O)C1=C(C)Nc2ncnn2C1c1cccc(OC)c1 (stereo not given)	-0.65
38	Cc1ccc(SCCC(=O)N(C)C)cc1	-0.27
39	CCOc1cc(CNc2ncc(-c3ccc(OC)cc3)n2C)ccc1O	0.87
40	CCOc1ccc2c(c1)-c1c(ssc1=S)C(C)(C)N2C	-0.62
41	N#CCCN(CCC#N)c1nnc(-c2ccccc2)s1	0.91
42	C/C=C(\C)CN1CCc2cc(OC)c(OC)cc2C1	0.55
43	O=C1N=C(O)CN1/N=C/c1ccc(-c2ccc([N+](=O)[O-])cc2)o1	0.19
44	Cc1cc(NC(c2ccc(Cl)cc2)c2ccc3cccnc3c2O)no1 (stereo not given)	-4.1*
45	O=C(NCc1ccc(C(F)(F)F)cc1)C1CC(c2cccc(F)c2)=NO1 (stereo not given)	-2.7*
46	O=C(CSc1nnc(-c2c[nH]c3ccccc23)o1)N(Cc1ccccc1)c1ccc(F)cc1	-2.5
47	COC(=O)C1=C(C)N(C)C(C)=C(C(=O)OC)C1c1ccc(C(=O)OC)cc1	-1.4
48	COc1ccc(CNC(=O)C(c2ccco2)N(Cc2ccccc2)C(=O)Cc2cccs2)cc1 (stereo not given)	0.095

A different layout for part of the listing above:
| nr | Cav3 T inh | canonical_smiles |
| --- | --- | --- |
| 39 | 0.87 | CCOc1cc(CNc2ncc(-c3ccc(OC)cc3)n2C)ccc1O |
| 40 | -0.62 | CCOc1ccc2c(c1)-c1c(ssc1=S)C(C)(C)N2C |
| 41 | 0.91 | N#CCCN(CCC#N)c1nnc(-c2ccccc2)s1 |
| 42 | 0.55 | C/C=C(\C)CN1CCc2cc(OC)c(OC)cc2C1 |
| 43 | 0.19 | O=C1N=C(O)CN1/N=C/c1ccc(-c2ccc([N+](=O)[O-])cc2)o1 |
| 44 | -4.1* | Cc1cc(NC(c2ccc(Cl)cc2)c2ccc3cccnc3c2O)no1 (stereo not given) |
| 45 | -2.7* | O=C(NCc1ccc(C(F)(F)F)cc1)C1CC(c2cccc(F)c2)=NO1 (stereo not given) |

Continued.
item	smiles	Cav3 T inh
49	Cc1ccc(C)c(SCc2noc(C(=O)NCC3CCCO3)c2C(=O)O)c1 (stereo not given)	0.82
50	O=C(NC1CC1)c1ccc(CS(=O)(=O)c2c(Cl)cccc2Cl)o1	-0.29
51	NC(=O)[C@H](Cc1cc2ccccc2s1)NC(=O)[C@@H]1CC2(CC(c3cccc(NC(=O)[C@@H]4CCC(=O)N4)c3)=NO2)CN1C(=O)/C=C/c1c(F)cccc1Cl (stereo not given in full)	-0.031
52	O=C1NC(NS(=O)(=O)c2ccccc2)(C(F)(F)F)C(=O)N1Cc1cccnc1 (stereo not given)	0.061
53	c1csc(C(c2nnnn2C2CCCCC2)N2CCN(c3nc4ccccc4s3)CC2)c1 (stereo not given)	-3.8*
54	CCOCCCNS(=O)(=O)c1ccc(NC(=O)N2c3ccccc3Sc3ccccc32)cc1	-0.83
55	COc1ccc2nc(NC(=O)CN(C)S(=O)(=O)c3cccs3)sc2c1	-1.2
56	CCCCNS(=O)(=O)c1ccc2nc(SCC(=O)c3ccc(C#N)cc3)[nH]c2c1	0.02
57	Cc1cccc(CC(=O)OCn2nnc3ccccc3c2=O)c1	-0.93
58	Cn1nc(-c2ccc(C(=O)Nc3cccc(Cl)c3)cc2)c2ccccc2c1=O	0.44
59	Cc1cc(-c2cc(C(=O)NCc3ccccc3)on2)nc(NC2CCCC2)n1	-0.11
60	CCOC(=O)c1ccc(NC(=O)c2nc[nH]c2C(=O)NC)cc1	0.75

The list continues:
item	smiles	Cav3 T inh
61	Cc1cc(C(C)(C)C)ccc1OCCN(C)C	-0.91
62	O=C(c1cc2c(ccc3ccccc32)oc1=O)N1CCCC1	0.16
63	O=C(Cn1c(SCC(=O)N2CCCc3ccccc32)nc2ccccc21)N1CCCC1	1.2
64	O=C(NCc1ccc2c(c1)OCO2)c1cccc(F)c1	-0.15
65	COc1cc2c(cc1OC)C1(Nc3c-2c(Cc2ccccc2)nn3-c2ccccc2)C(=O)Nc2ccccc21 (stereo not given)	0.015
66	Cc1c(NC(=O)Oc2ccccc2)sc(=S)n1C	0.44
67	CC(C)C(c1nnnn1Cc1ccco1)N1CCC(C(N)=O)CC1 (stereo not given)	-0.37
68	CC(Oc1ccc(C(C)(C)C)cc1)c1ccnc2nc(/N=C/N(C)C)nn12 (stereo not given)	-0.85
69	COc1ccc(-c2csc(N(CCc3ccc(OC)c(OC)c3)C(=O)COc3ccccc3)n2)cc1	-2.8
70	COc1ccc(NC(=O)c2nnn(Cc3ccc(SC)cc3)c2N)c(OC)c1	-0.69
71	CCCCc1nnc(NC(=O)CS(=O)(=O)Cc2ccccc2)s1	0.29
72	Cc1ccc(/C=c2\s/c(=C(/C#N)C(=O)N3CCCC3)n(Cc3ccco3)c2=O)s1	-0.64

Continued:
item	smiles	Cav3 T inh
73	COc1ccc(CN(C(=O)c2oc3ccccc3c2C)C2CCS(=O)(=O)C2)cc1OC (stereo not given)	0.94
74	O=C(c1cc(S(=O)(=O)N2CCCCC2)ccc1F)N1CCCCC1	1.8
75	O=C(O)CCc1nc(-c2ccccc2)no1	-0.56
76	CCC1CN(C)C2Cc3c([nH]c4ccccc34)C(=O)CC1C2C(=O)OC (stereo not given)	-0.41
77	COc1ccc(C2C(C#N)=C(N)Oc3c2oc(CO)cc3=O)c(OC)c1OC (stereo not given)	0.62
78	CCCC(=O)Nc1ccc(N2CCN(C(=O)c3cccs3)CC2)cc1	-0.047
79	CCCCOc1ccccc1NC(=O)CSc1nnnn1C(C)(C)C	-4.3
80	CN1c2ccsc2C(O)=C(C(=S)Nc2ccc(F)c(Cl)c2)S1(=O)=O	-4
81	COc1ccc(-c2cc(C(F)(F)F)nc(SCc3cccc(C(=O)O)c3)n2)cc1	-1.3
82	CCOc1nc(NC(C)C)nc(NC(C)C)n1	0.15
83	O=C(Nc1cc(Cl)ccc1N1CCCCC1)c1cccs1	-0.34
84	CCOC(=O)c1cnn(-c2cc(C)nc3c(-c4ccccc4)c(C)nn23)c1N	-0.085

An excerpt of these results, with each value named.
77: COc1ccc(C2C(C#N)=C(N)Oc3c2oc(CO)cc3=O)c(OC)c1OC (stereo not given)
  Cav3 T inh: 0.62

78: CCCC(=O)Nc1ccc(N2CCN(C(=O)c3cccs3)CC2)cc1
  Cav3 T inh: -0.047

79: CCCCOc1ccccc1NC(=O)CSc1nnnn1C(C)(C)C
  Cav3 T inh: -4.3

Next section
item	smiles	Cav3 T inh
85	COc1ccccc1CC(=O)Nc1ccc(O)cc1C(=O)O	0.59
86	COc1ccccc1NC(=O)Nc1c(C)n(C)n(-c2ccccc2)c1=O	0.096
87	C/C=C/c1ccc(OCCCN2C(=O)NC(C)(C)C2=O)c(OC)c1	-0.024
88	O=C(CSc1ccccc1C(=O)O)NC1CCCCCCC1	0.21
89	COc1cc(OC)c2c(-c3ccccc3)cc(=O)oc2c1	0.87
90	COC(=O)[C@H](Cc1ccccc1)NC(=O)NCCC1=CCCCC1	-0.64
91	CCOC(=O)c1c(-c2ccccc2)csc1NC(=O)c1cccc(N2C(=O)CCC2=O)c1	1.2
92	O=C(Nc1nccs1)C1CCN(S(=O)(=O)c2cnc[nH]2)CC1	0.51
93	NS(=O)(=O)c1ccc(CCNC(=O)[C@@H]2CCCN2S(=O)(=O)c2ccccc2F)cc1	0.58
94	COc1ccc(C2=NOC3(CC(=O)N(c4ccc(C)cc4)C3=O)C2)c(OC)c1 (stereo not given)	-0.22
95	CCC(C)NS(=O)(=O)c1ccc(S(=O)(=O)N(CC(=O)Nc2ccccc2)CC2CCCO2)cc1 (stereo not given)	-3
96	CC(=O)NC1=NC(=O)C(C)S1 (stereo not given)	0.47

Further structures.
item	smiles	Cav3 T inh
97	COc1cc(NC(=O)CCn2c(=O)[nH]c3ccsc3c2=O)cc(OC)c1	1.1
98	Cc1cc(NC(=O)CCC(=O)N(CC(=O)NCC2CCCO2)c2ccccc2C)no1 (stereo not given)	0.22
99	CC1C2C(c3ccccc3)N(C)C(=O)N(C)C2N(C)C(=O)N1C (stereo not given)	0.3
100	NC1=NC[C@H](CC2CCCCC2)N1CCc1cc(C(F)(F)F)cc(C(F)(F)F)c1	-0.53
101	CCN(CC)c1ccc(NC(=O)c2cccc(F)c2)c(C)c1	-0.012
102	Cc1cccc(COCC(Cc2ccccc2)N2CCN(C(=O)c3cccc(C)c3)CCC2=O)c1 (stereo not given)	-1.2
103	Cc1ccc(Cn2nnnc2CN2CCC(c3nc4ccc(Cl)cc4[nH]3)CC2)cc1	-5.7*
104	O=C(CSCc1cccs1)N1CCCC1	1.1
105	CC(=O)c1cnc2c(-c3ccc(Cl)cc3)c(C)nn2c1C	0.47
106	Cc1ccccc1N=C(NOCc1ccc(Cl)cc1Cl)c1nonc1N	-2.4
107	CC1(c2ccccc2)CC2CC(c3ccccc3)N1O2 (stereo not given)	-0.39
108	COc1ccccc1CNC(=O)C1CC2Cn3c(nc4cc(Cl)c(Cl)cc43)C2N1C (stereo not given)	-0.91

(next part)
item	smiles	Cav3 T inh
109	C=CCNc1nc2c(c(=O)n(C)c(=O)n2C)n1CC(=C)C	0.058
110	O=C(CN1CCCC1)N/N=C/c1ccc(-c2cccc(Cl)c2)o1	0.36
111	O=C(NCC1CC1)c1onc(CSc2ccccc2)c1C(=O)NCC1CC1	-1.1
112	Cn1cnc([N+](=O)[O-])c1Nc1ccc(O)cc1	0.43
113	CSCCC(NS(=O)(=O)c1ccc(Cl)cc1)C(=O)OCC(=O)N(C(C)C)C(C)C (stereo not given)	-3.4*
114	CCc1c(C)sc(NC(=O)c2cccs2)c1C(=O)OC(C)C	-1.5
115	CC1CCN(C(=O)C2CCN(S(=O)(=O)c3cccnc3)CC2)CC1	-0.26
116	c1ccc(-c2ccc(-c3nc(-c4ccncc4)no3)cc2)cc1	-0.75
117	Cc1cccnc1Nc1nc(-c2ccc(O)c(O)c2)cs1	2.4
118	CS(=O)(=O)Nc1ccc(C(=O)Nc2ccc3c(c2)OCCO3)cc1	-0.037
119	O=C(c1ccc(N2CCOCC2)nc1)N1CCCCC1	0.79
120	Cc1ccc(-c2ccc(C(=O)Nc3ccccc3)o2)c2ccccc12	-0.64

Next section
item	smiles	Cav3 T inh
121	CCn1ncc(C2=NOC(C(=O)NCCc3ccccc3)C2)c1C (stereo not given)	0.68
122	O=C(O)CCCNC1=NCCC1	0.84
123	CC1CCCC(C)N1C(=O)CN1C(=O)C(C)(C)Oc2ccc(C(=O)NC3CCCC3)cc21 (stereo not given)	2.8
124	CC(=O)N1CCN2C(=O)C1CCCC(=O)c1cc(C(C)C)ccc12 (stereo not given)	0.091
125	CC1=CN2CC(O)CN=C2C=C1 (stereo not given)	-3.1
126	N#CC1=C(N)Oc2n[nH]c(-c3ccccc3)c2C1c1ccncc1 (stereo not given)	0.078
127	O=C(CCc1ccccc1)Nc1c(F)cccc1F	0.52
128	COC(=O)CNC(=O)CSc1nnc(-c2ccc(OC)cc2)n1CC(C)C	0.076

Not all compounds are listed; the hit share may differ from the screen's.
